HEK293 tox: qHTS of GLP-1 Receptor Inverse Agonists: Cytotox Screen; actives 0.13% (n = 410,000); HEK293 cAMP-luciferase reporter cells, luminescence, 24 h; Potency, µM (top dose mostly 38.3 µM), inactives show at the highest dose activity change, negative = inhibition, hits mostly inhibitors; AID 624418, 2012;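 note: loss of luciferase light is scored as toxicity; potency is the fitted concentration of half-maximal effect; % is set by controls: 0 for no effect and ±100 for the full control effect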
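A 23 nL compound transfer followed 12 hours of cell culture at 37 deg C; exposure then lasted 24 hr. Luciferase assay detection reagent was dispensed and plates read for luminescence after a 12 min room-temperature wait.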
KB-V1 MDR tox: qHTS assay for MDR1-selective chemotherapeutics: Primary screen using the drug-selected MDR subline cells KB-V1; Potency, µM (highest dose often 46.1 µM), inactives show at the highest dose activity change, negative = cytotoxicity, actives largely listed as cytotoxic; actives 3.4% (n = 400,000); KB-V1 MDR cells viability, CellTiter-Glo, 72 h; note: potency is the fitted concentration of half-maximal effect; % is set by controls: 0 for no effect and ±100 for the full control effect; nearly all actives have a fitted effect of over 60% in size
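Cells of the MDR subline KB-V1 are plated, dosed with compound at multiple concentrations, and incubated 72 h at 37 degrees C; CellTiter-Glo is then added and luminescence read after 10 min.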
SW480 rerep: A quantitative high throughput screen for small molecules that induce DNA re-replication in SW480 colon adenocarcinoma cells. SW480 DNA re-replication, Hoechst DNA content imaging, 48 h. actives 1.8% (n = 340,000). AID 624297, 2012. Potency, µM (series often up to 46.1 µM), for inactives: top-dose re-replication activation, actives largely listed as activators; note: potency is the fitted concentration of half-maximal effect; % of control where 0% means no effect; nearly all actives have a fitted effect of over 55% in size
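Readout is total intensity of Hoechst-stained nuclei, excited at 405 nm and collected at 500-530 nm. Compound treatment lasted 48 hr at 37 C in 5% CO2 before staining.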
IL-1B inflam inh: qHTS for Inhibitors of Inflammasome Signaling: IL-1-beta AlphaLISA Primary Screen | AID 743279, 2014 | THP-1 LPS/ATP IL-1B secretion, AlphaLISA, 16 h; active compounds read low | actives 4.7% (n = 360,000) | activity change, % at 57.5 µM; in the data active = activity change below about -50%; inconclusive = mostly about -30% to -49%; note: % is set by controls: 0 for no effect and ±100 for the full control effect
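THP-1 cells pretreated 1 hr with compounds (up to 57.5 uM final), then stimulated with LPS (250 ng/mL final) plus ATP (1.25 mM final); secreted IL-1B measured by AlphaLISA after 16 hr, decreased signal indicating inhibition.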
D3 ag: qHTS of D3 Dopamine Receptor Agonist: qHTS; D(3) dopamine receptor (Homo sapiens), P35462; D3R DiscoveRx beta-arrestin cells, luminescence, 90 min; max activation, %; actives 0.58% (n = 410,000); AID 652048, 2013; in the data active = max activation above about 30%; note: 0% is about no effect; mostly tested at two doses, the higher about 12 µM
Target sequence (P35462 whole entry, looked up): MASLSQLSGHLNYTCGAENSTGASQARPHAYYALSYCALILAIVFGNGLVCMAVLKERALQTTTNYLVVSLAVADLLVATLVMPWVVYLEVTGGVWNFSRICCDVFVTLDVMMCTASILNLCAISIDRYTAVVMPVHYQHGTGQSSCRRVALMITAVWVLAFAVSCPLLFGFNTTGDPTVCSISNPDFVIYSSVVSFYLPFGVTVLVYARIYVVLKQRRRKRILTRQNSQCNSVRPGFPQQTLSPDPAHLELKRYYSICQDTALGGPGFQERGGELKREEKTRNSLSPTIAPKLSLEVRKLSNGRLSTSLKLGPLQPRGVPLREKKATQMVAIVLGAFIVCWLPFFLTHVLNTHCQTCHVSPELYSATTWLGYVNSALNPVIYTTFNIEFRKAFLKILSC
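Cells at 1500/well, incubated overnight, then treated with pinned compounds (dopamine as control) for 90 min at 37 degrees C. DiscoveRx reagent added for 30 - 60 minutes at room temperature; luminescence read.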
MCF10A rerep: A quantitative high throughput screen for small molecules that induce DNA re-replication in MCF 10a normal breast cells; actives 2.9% (n = 350,000); MCF 10A DNA re-replication, Hoechst nuclear intensity, 48 h; Potency, µM (titrated, usually from 46.1 µM), for inactives: at the top dose activity, positive = re-replication, actives largely listed as activators; AID 624296, 2012; note: potency is the fitted concentration of half-maximal effect; % of control where 0% means no effect; nearly all actives have a fitted effect of over 50% in size
HT1080 IDH1KD tx: qHTS for induction of synthetic lethality in tumor cells producing 2HG: qHTS for the HT-1080-IDH1KD cell line | actives 2% (n = 360,000) | HT-1080 IDH1 knockdown viability, ATP luminescence, 48 h | Potency, µM (doses to about 46.1 µM), inactives show at the highest dose activity, negative = toxicity, actives largely listed as cytotoxic;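 note: potency is the fitted concentration of half-maximal effect; 0% = DMSO wells and -100% = cell-free medium wells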
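Using the IDH1-knockdown HT-1080 line run in the same batch and compound series as the NT line, viability after 48 h at 37 °C was determined by CellTiter-Glo luminescence and expressed as % activity.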
KB-3-1 tox: qHTS assay for MDR1-selective chemotherapeutics: Primary screen using the parental adenocarcinoma cell KB-3-1 | Potency, µM (titrated, usually from 46.1 µM), for the others: top-dose activity change, negative = cytotoxic, most hits filed as cytotoxic | AID 1347075, 2019 | actives 1.4% (n = 400,000) | KB-3-1 viability, CellTiter-Glo ATP luminescence, 72 h; note: potency is the fitted concentration of half-maximal effect; % is set by controls: 0 for no effect and ±100 for the full control effect; nearly all actives have a fitted effect of over 60% in size
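Parental KB-3-1 viability, qHTS format: 72 h compound exposure, 37 °C; CellTiter-Glo; media-only wells and DMSO plates as controls; concentration-effect fits on corrected data.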
HT1080NT lethal: qHTS for induction of synthetic lethality in tumor cells producing 2HG: qHTS for the HT-1080-NT fibrosarcoma cell line. HT-1080-NT fibrosarcoma viability, CellTiter-Glo ATP luminescence, 48 h. AID 686970, 2013. actives 1.6% (n = 360,000). Potency, µM (doses to about 46.1 µM), for the others: top-dose activity, negative = less viability, most hits filed as cytotoxic;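 note: NT is the 2HG producing partner of a matched IDH1 knockdown line; potency is the fitted concentration of half-maximal effect; 0% = DMSO-treated cells and -100% = media-only wells without cells; nearly all actives have a fitted effect of over 55% in size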
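Viability by CellTiter-Glo luminescence after 48 h compound exposure at 37C of HT-1080-NT cells (750/well, RPMI, 5% FBS). % activity scaled between DMSO wells and medium-only wells, then curve-fitted and categorized by curve class.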
Numbers without * were called inactive; u = inconclusive; x = no result given; & = joins results of further samples; [ ] = dose if it differs, or a comment. Unless noted, calls come from the whole dose curve; as a rule, active = well fitted curve in the direction sought with a large enough effect; inconclusive = small, poorly fitted or top-dose-only effect, or another doubt; inactive = no such curve, though single readings can be large; an effect the other way counts as inactive or inconclusive. Hits appear at their usual frequency. Share with any hit: about 11%.

SMILES	HEK293 tox	KB-V1 MDR tox	SW480 rerep	IL-1B inflam inh	D3 ag	MCF10A rerep	HT1080 IDH1KD tx	KB-3-1 tox	HT1080NT lethal
COCCNC(=O)C1CCCN(Cc2cccc(Cl)c2)CC1 (configuration not stated)	-2%	6%	x	16	-11	x	0%	0%	20%
O=c1[nH]c(=O)n(Cc2ccccc2)c2nc(-c3ccc(Oc4ccc(F)cc4)c([N+](=O)[O-])c3)n(CCO)c12	u	u	-55%[inhibitor]	-23	-5	u	u	u	21µM*
Cc1cccc(CCNC(=O)CCS(=O)(=O)c2ccc3nc(C)sc3c2)c1	0%	-18%	1%	-4	1	-1%	0%	2%	4%
COc1cccc(CNS(=O)(=O)c2ccc3c(c2)C(C)(C)C(=O)N3C)c1	-3%	2%	-3%	39	4	7%	2%	12%	12%
COc1cc(C(=O)O[C@H]2C/C(C)=C/CC[C@]3(C)O[C@@H]3C(O)C2C(C)C)cc(OC)c1OC (some centres not stated)	-15%	8%	5%	u	16	u	-12%	-2%	u
O=C(CCC1CCCN(C(=O)c2ccoc2)C1)NCc1ccc(F)c(F)c1 (configuration not stated)	4%	-8%	1%	26	8	2%	25%	8%	14%
Cc1ccc(C)n1-c1sc2c(c1C#N)CCC(C)C2 (configuration not stated)	-8%	9%	2%	-7	1	2%	-1%	13%	4%
CCC(C(=O)Nc1ccc(C(=O)Nc2ccccc2C(=O)O)cc1)c1ccccc1 (configuration not stated)	-22%	9%	-5%	22	17	-3%	u	-21%	-12%
Cc1ccc(C(c2nnnn2CS(=O)(=O)c2ccc(C)cc2)N2CCN(c3ncccn3)CC2)cc1 (configuration not stated)	1%	13%	16%	7	1	15%	1%	12%	4%
Nc1nc2nccc(-c3cccnc3)n2n1	3%[7.66 µM]	-40%	-8%	-4	-3	7%	-20%	-9%	-12%
O=C(CNC(=S)N(CCCN1CCOCC1)Cc1cccs1)NCc1ccc(Cl)cc1	-10%	-19%	-2%	-5	-1	-4%	-13%	-11%	-13%
O=C(NCCN1CCCC1)C(c1ccccc1)c1ccccc1	-12%	2%	u	-25	-18	23µM*	-3%	-6%	-8%
COc1ccc(CN(C)CC(O)COC(c2ccc(OC)cc2)c2ccc(OC)cc2)cc1 (configuration not stated)	u	u	u	u	-9	u	u	-5%	21µM*
O=C(CCSc1nc(-c2ccc3c(c2)OCO3)cc(C(F)(F)F)n1)NCc1ccco1	-5%	3%	0%	-19	-2	29%	-17%	0%	-12%
CCOC(=O)C1CCCN(C(=O)C2CCN(S(=O)(=O)c3c(C)noc3/C=C/c3ccccc3F)CC2)C1 (configuration not stated)	3%&3%	-14%	4%	-17	-21&0	u	9%	-2%	4%
O=C(CCCn1c(SCC(=O)NCCc2ccccc2)nc2ccccc2c1=O)NCC1CCCO1 (configuration not stated)	-7%	-8%	-3%	-11	3	-2%	1%	-6%	0%
Cn1c(=O)[nH]c(=O)c2c1nc(NCCN)n2CCOc1ccccc1	17%	-1%	-3%	27	-8	5%	22%	6%	6%
Cc1cccc(C)c1NS(=O)(=O)c1ccc(-c2ccc(=O)[nH]n2)o1	11%	u	-13%	0	-2	4%	2%	-10%	16%
Cc1nc(N2C(=O)c3oc4ccccc4c(=O)c3C2c2cccc(OCCC(C)C)c2)sc1C (configuration not stated)	-1%	4%	x	x	14	x	x	3%	x
O=C(CSc1ccnc(=O)[nH]1)NCc1ccc(F)cc1	1%	u	x	x	2	x	x	-7%	x
CCCCN(C)CCC(=O)Nc1ccc(Cl)cc1	1%	5%	-2%	54	-9	5%	-1%	-8%	-9%
CCOC(=O)c1sc(=S)n(CC)c1NC(=O)CC	7%	3%	-4%	-9	-8	-3%	-25%	2%	-2%[9.24 µM]
COc1ccc(CNc2ncc(-c3ccc(Br)cc3)n2C)cc1OC	-8%	0%	-12%	-17	-8	u	-2%	1%	4%
O=C(CNC(=O)c1cccs1)NCC(=O)OCc1ccccc1Br	8%	5%	-4%	-21	-6	4%	0%	-11%	0%
O=C1C2C3C=CC(C4CC34)C2C(=O)N1c1cccc2ccccc12 (configuration not stated)	-13%	-14%	-2%	95	0	3%	-5%	-10%	-8%
COC(=O)C1CCN(C(=O)COC(=O)c2cccc(NS(=O)(=O)c3ccccc3)c2)CC1	1%	0%	-8%	4	6	-1%	0%	0%	1%
CC(=O)c1cc2c(cc1NC(=O)CSc1ccc(S(=O)(=O)N(C)C)cn1)OCO2	6%	-18%	2%	4	-1	-2%	-2%	1%	-2%
O=C(Nc1cc(Cl)cc(Cl)c1)C1CCC(=O)N1Cc1ccccc1Cl (configuration not stated)	-10%	u	-1%	u	-4	u	-21%	u	-19%
CC(C)(C)CNC(=O)C1(C)CCN1C(=O)c1ccccc1CCc1ccccc1 (configuration not stated)	-11%	-1%	x	-18	2	x	-20%	0%	-1%
COc1ccc(C2CC(c3ccc(Br)cc3)=NN2C(=O)CCC(=O)O)cc1OC (configuration not stated)	10%	0%	-4%	5	4	3%	-3%	-3%	14%

One compound at a time, as listed above. Screens in order: HEK293 tox	KB-V1 MDR tox	SW480 rerep	IL-1B inflam inh	D3 ag	MCF10A rerep	HT1080 IDH1KD tx	KB-3-1 tox	HT1080NT lethal
`Cc1nc(N2C(=O)c3oc4ccccc4c(=O)c3C2c2cccc(OCCC(C)C)c2)sc1C` (configuration not stated) is listed with -1%	4%	x	x	14	x	x	3%	x
`O=C(CSc1ccnc(=O)[nH]1)NCc1ccc(F)cc1` is listed with 1%	u	x	x	2	x	x	-7%	x
`O=C(CNC(=O)c1cccs1)NCC(=O)OCc1ccccc1Br` is listed with 8%	5%	-4%	-21	-6	4%	0%	-11%	0%
`CC(C)(C)CNC(=O)C1(C)CCN1C(=O)c1ccccc1CCc1ccccc1` (configuration not stated) is listed with -11%	-1%	x	-18	2	x	-20%	0%	-1%
`CC(=O)c1cc2c(cc1NC(=O)CSc1ccc(S(=O)(=O)N(C)C)cn1)OCO2` is listed with 6%	-18%	2%	4	-1	-2%	-2%	1%	-2%

More records
SMILES	HEK293 tox	KB-V1 MDR tox	SW480 rerep	IL-1B inflam inh	D3 ag	MCF10A rerep	HT1080 IDH1KD tx	KB-3-1 tox	HT1080NT lethal
COc1ccc(S(=O)(=O)Nc2cccc3c2O[C@H](CN(C)Cc2ccncc2)[C@@H](C)CN([C@H](C)CO)C3=O)cc1	-9%	-1%	-10%	16	1	u	-19%	u	u
CC(=O)N1CCN(C(=O)CCc2c[nH]c3ccccc23)CC1	-8%	0%	-11%	8	2	0%	8%	6%	17%
CCOC(=O)N1CCN(C(=O)c2cccn3c(=O)c4cc(Br)ccc4nc23)CC1	25%[7.66 µM]	-21%	1%	20	2	-1%	4%	13%	-2%
COCCN(C(=O)CSc1nc2nc(C)cc(C)n2n1)c1c(N)n(Cc2ccccc2)c(=O)[nH]c1=O	2%	6%	-4%	-10	-4	-8%	3%	9%	3%
CCCC1(c2ccsc2)NC(=O)NC1=O (configuration not stated)	1%	28%	-7%	0	-4	-6%	0%	-6%	-4%
CCC(=O)NC(=S)Nc1cc(C(=O)O)ccc1OC	-15%	-2%	0%	-7	1	-7%	4%	0%	19%
Cc1cc(C)cc(Nc2nc3ccccc3c(=O)[nH]2)c1	0%	u	u	-5	7	u	-10%	-12%	14%
O=[N+]([O-])c1ccc(S(=O)(=O)Nc2ccncc2)cc1	8%	7%	0%	-7	1	3%	-2%	17%	1%
CCN1C(=O)/C(=C2/C=CC=CN2C)SC1=S	-19%	-12%	-5%	0	-9	0%	-12%	-1%	-6%
CSc1ncnc2[nH]ccc12	2%	-2%	2%	-7	-1	0%	-10%	13%	-1%
CCN(CC)CCCNc1cc(C)c(C#N)c2nc3ccccc3n12	33%[activator]	-16%	x	-2	-1	x	0%	-7%	-5%
COc1ccc(OCC(=O)Nc2ccc(S(=O)(=O)N3CCN(C)CC3)cc2)cc1	2%[7.66 µM]	5%	1%	6	5	5%	12%	0%	7%
COc1ccc(-c2cn(-c3ccccc3)c(=S)[nH]2)cc1OC	0%	16%	-5%	-8	3	2%	-10%	3.3µM*	-19%
CCCN1CCC(=O)N([C@H](CSc2ccc(Br)cc2)Cc2ccccc2)CC1	8%	1%	-29%[9.22 µM]	-9	-37	6%	-24%	-3%	-27%
CCCOc1ccc(CN(C(=O)c2cc(=O)c3ccc(C)cc3o2)C2CCS(=O)(=O)C2)cc1 (configuration not stated)	-15%	-27%	x	x	-1	x	x	10%	x
CCN(CC)S(=O)(=O)c1ccc(NC(=O)C(C)N(c2ccc(OC)cc2)S(C)(=O)=O)cc1 (configuration not stated)	9%	0%	4%	-15	-2	11%	-2%	-12%	1%
Fc1ccc(C(NCCc2ccc(Cl)cc2)c2nnc(-c3ccccc3Cl)o2)cc1 (configuration not stated)	7%	u	x	x	-2	x	x	-2%	x
COCCCn1c(SCC(=O)N(C)C)nnc1-c1ccccc1	2%	8%	-12%	3	-19	-6%	10%	1%	7%
CCOc1ccc(NC(=O)CN2C(=O)c3ccccc3Sc3ccc(C(=O)OC)cc32)cc1	4%	-22%	x	x	-1	x	x	-7%	x
CCC(=O)NCc1csc(-c2cccs2)n1	5%	2%	u	x	-3	-23%	16%	-4%	0%
Cc1ccc(NC(=O)c2nccnc2C(=O)O)cc1C	0%	6%	-5%	7	0	2%	0%	12%	17%
CCN(CC)C(=O)Cc1cn(C)c2ccccc12	5%	u	-13%	28	-1	3%	5%	u	1%
